Menin MLL FP TR: inhibitors of human menin-MLL interaction, mutant MLL peptide | Menin + Texas Red MLL mutant peptide, fluorescence polarization | Potency, µM (top dose mostly 61.6 µM), without a hit: top-dose FP activity change, negative = inhibition, usual class: inhibitors | 270,000 compounds, 0.23% hits | AID 1768; active = well fitted inhibition curve with a large enough effect in the polarisation, with a control signal flat, not every such curve was filed as active; inconclusive = small, poorly fitted or top-dose-only effect, or effect the other way, or a change in a side signal; inactive = no such curve, though single readings can be large or run the other way; the % refers to the polarisation; also: potency is read from the fitted curve at half-maximal effect; % of control where 0% means no effect; many of its hits are not listed in these tables
Target sequence (O00255 whole entry, looked up): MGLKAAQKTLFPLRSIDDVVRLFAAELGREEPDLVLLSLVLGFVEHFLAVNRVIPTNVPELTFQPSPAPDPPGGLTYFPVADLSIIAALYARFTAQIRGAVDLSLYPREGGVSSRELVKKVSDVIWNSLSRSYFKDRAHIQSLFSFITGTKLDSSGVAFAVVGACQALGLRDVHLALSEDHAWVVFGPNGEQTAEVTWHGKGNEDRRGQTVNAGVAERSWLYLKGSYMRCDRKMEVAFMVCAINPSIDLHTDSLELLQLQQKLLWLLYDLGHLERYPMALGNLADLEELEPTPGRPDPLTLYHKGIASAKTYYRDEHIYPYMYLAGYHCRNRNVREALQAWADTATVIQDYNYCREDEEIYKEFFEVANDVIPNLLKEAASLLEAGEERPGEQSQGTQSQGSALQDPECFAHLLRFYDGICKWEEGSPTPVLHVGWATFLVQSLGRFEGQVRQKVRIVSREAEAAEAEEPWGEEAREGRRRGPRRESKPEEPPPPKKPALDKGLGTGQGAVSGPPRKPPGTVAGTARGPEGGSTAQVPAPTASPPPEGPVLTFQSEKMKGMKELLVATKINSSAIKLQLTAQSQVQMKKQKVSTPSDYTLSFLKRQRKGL
MLL CXXC-DNA inh: MLL CXXC-DNA interaction inhibition; Q03164; MLL-CXXC / FITC-HOXA9 DNA fluorescence polarization; Potency, µM (top dose mostly 115 µM), without a hit: at the top dose activity change, negative = inhibition, usual class: inhibitors; 290,000 compounds, 0.037% hits; AID 2662; active = well fitted inhibition curve with a large enough effect in the polarisation, with a control signal flat, not every such curve was filed as active; inconclusive = small, poorly fitted or top-dose-only effect, or effect the other way, or a change in a side signal; inactive = no such curve, though single readings can be large or run the other way; the % refers to the polarisation; also: potency is read from the fitted curve at half-maximal effect
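Steps: dispense CXXC domain solution (7 uM) → pin compounds or unlabeled HOX-A9 DNA control → 5 min ambient → add FLSN-HOX-A9 solution (50 nM) → spin → 30 min ambient → fluorescence polarization. Tris pH 7.5/NaCl/DTT/BSA buffer.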
FBPA coupling cs: counter-screen for Giardia aldolase inhibitors: coupling enzyme system | coupling enzyme system counterscreen, AmpLite Red fluorescence | activity change, negative = inhibition, % at 58.2 µM, hits read low | 290,000 compounds, 0.67% hits | AID 2472; in the data active = activity change below about -30%; also: % is scaled to controls: 0 for no effect and ±100 for the full control effect
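Counterscreen of the coupled detection system alone, without aldolase: glyceraldehyde-3-phosphate coupling enzymes plus AmpLite Red readout. Compounds at 57.5 uM final, 10 min RT preincubation, 20 min RT reaction, fluorescence 525/598 nm.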
Giardia kill: Giardia lamblia killing; Giardia lamblia trophozoite viability; activity change, % at 7.66 µM, hits read low; 340,000 compounds, 0.15% hits; in the data active = activity change below about -80%; inconclusive = between about -30% and that limit;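 also: parasites exposed to compound for two days anaerobically before the ATP read; % is scaled to controls: 0 for no effect and ±100 for the full control effect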
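Compounds were tested on trophozoites seeded at 100 cells/well and held 48 hrs at 37 deg C anaerobically. An ATP-based luminescent kit measured the remaining live cells.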
B2AR arrestin: recruits beta-arrestin to the human beta2-adrenergic receptor. P07550. beta-arrestin recruitment to beta2AR, cell-based reporter. Potency, µM (doses to about 46.1 µM), for the others: top-dose activation, actives largely listed as activators. 330,000 compounds, 0.02% hits;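 also: potency is read from the fitted curve at half-maximal effect; 0% = DMSO controls and full agonism = EC100 isoproterenol or metaproterenol; nearly all actives have a fitted effect of over 65% in size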
Target sequence (P07550 whole entry, looked up): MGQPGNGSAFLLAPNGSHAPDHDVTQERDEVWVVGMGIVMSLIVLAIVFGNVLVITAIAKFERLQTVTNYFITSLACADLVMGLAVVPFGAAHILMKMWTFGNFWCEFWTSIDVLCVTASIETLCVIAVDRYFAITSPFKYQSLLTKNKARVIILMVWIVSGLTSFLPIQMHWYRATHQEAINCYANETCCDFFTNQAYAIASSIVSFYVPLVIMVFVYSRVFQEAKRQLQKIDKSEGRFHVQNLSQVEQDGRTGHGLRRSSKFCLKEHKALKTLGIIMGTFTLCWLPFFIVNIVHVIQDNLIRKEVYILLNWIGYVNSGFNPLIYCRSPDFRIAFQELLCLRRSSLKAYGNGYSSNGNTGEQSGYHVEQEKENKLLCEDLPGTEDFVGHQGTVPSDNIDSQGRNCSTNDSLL
PKM2 act: activators of human pyruvate kinase M2 | purified PKM2, Kinase-Glo ATP luminescence, activation; response scale: 0% is enzyme alone, no compound | P14618 | Potency, µM (titrated, usually from 57.5 µM), for inactives: top-dose activation, most hits filed as activators | 260,000 compounds, 0.34% hits; also: potency is read from the fitted curve at half-maximal effect; % is scaled to controls: 0 for no effect and ±100 for the full control effect; nearly all actives have a fitted effect of over 55% in size
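hPK-M2, >95% pure; 0.1 mM ADP / 0.5 mM PEP final; imidazole pH7.2 buffer w/ 7 mM MgCl2, 50 mM KCl; 1 h RT; Kinase-Glo lum. Intermediate enzyme activity for dual inhibitor/activator qHTS.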
KCNH2 3.1 block: KCNH2 3.1 (human) potassium channel inhibition. U2OS KCNH2 3.1, thallium flux FluxOr; active compounds read low. activity change, % (tested at about 1.8 µM). 340,000 compounds, 0.95% hits;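 active = maximum activity change below -70%; inconclusive = maximum activity change from -70% to -50%; inactive = maximum activity change above -50%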;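 also: thallium influx rate constant from kinetic fluorescence after stimulation buffer; % is scaled to controls: 0 for no effect and ±100 for the full control effect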
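We transduce U2OS cells with the mutant 3.1 virus, culture them overnight, load FluxOr with Red40 quencher for 45 min, then add stimulation buffer and read kinetically for 2 min to derive a normalized rate constant.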
USP2a inh: inhibitors of human ubiquitin-specific protease USP2a | O75604 | AID 463254 | USP2 core, Ub-CHOP2 coupled fluorogenic reporter, 485/531 | 330,000 compounds, 0.01% hits | Potency, µM (top dose mostly 38.3 µM), without a hit: at the top dose activity change, negative = inhibition, usual class: inhibitors;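 also: potency is read from the fitted curve at half-maximal effect; plate controls were DMSO wells for no effect and full inhibition by NEM control for full effect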
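Cell-free coupled assay: 10nM USP2 core preincubated 30min RT with compound in Tris-HCl pH 8.0/CaCl2/CHAPS buffer, then 25nM Ub-CHOP2 and 25nM reporter substrate; fluorescence (Ex 485/Em 531) read after 60min RT, normalized to NEM inhibition, concentration-response curves fitted.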
TRPV1 ag: agonists of human vanilloid receptor 1 (TRPV1) | activation, % at 8.33 µM | 320,000 compounds, 0.19% hits | TRPV1-expressing cells, Fluo-8 calcium influx, agonist mode; in the data active = activation above about 80%; inconclusive = between about 30% and that limit; also: 0% is about no effect
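Fluo-8 calcium influx in TRPV1-expressing cells, kinetic read (ex 480/em 520 nm). Compound added and read 3 min for agonist activity, followed by capsaicin at EC20 final and 2 min further read for enhancement.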
GALK inh: inhibitors of human galactokinase | Potency, µM (highest dose often 57.5 µM), for inactives: at the highest dose activity change, negative = inhibition, usual class: inhibitors | Purified GALK, Kinase-Glo residual ATP luminescence | P51570 | 270,000 compounds, 0.007% hits; also: potency is read from the fitted curve at half-maximal effect; % is scaled to controls: 0 for no effect and ±100 for the full control effect
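Luminescence from leftover ATP (Ultra-Glo luciferase/luciferin) served as read-out after a 1 h room-temperature reaction of 5 nM GALK with 35 uM ATP and 100 uM galactose.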
KCNH2 WT inh: blocks the wildtype human KCNH2 potassium channel | 340,000 compounds, 0.37% hits | activity change, % at 1.84 µM | Q12809 | AID 720551 | U2OS, BacMam KCNH2, thallium flux FluxOr; active compounds read low;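 active = maximum activity change below -70%; inconclusive = maximum activity change between -70% and -50%; inactive = maximum activity change above -50%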; also: % is scaled to controls: 0 for no effect and ±100 for the full control effect
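U2OS cells were transduced with wild-type KCNH2 virus (2.03 x 10^8 / mL) for 4 h at room temperature, then cultured overnight at 37 C. Thallium flux was read with FluxOr dye. Rate constants were normalized to DMSO controls.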
The depositor's hits bear a star; i = inactive; ? = inconclusive; nt = not tested or not shown; & = joins results of further samples; [ ] = remark or other dose. Unless noted, calls follow the shape of the dose curve; as a rule, active = well fitted curve in the direction sought with a large enough effect; inconclusive = small, poorly fitted or top-dose-only effect, or another doubt; inactive = no such curve, though single readings can be large; an effect the other way counts as inactive or inconclusive. An excerpt; count on the stated rates, not on these rows.

Each structure is followed by: USP2a inh | KCNH2 3.1 block | FBPA coupling cs | PKM2 act | TRPV1 ag | GALK inh | B2AR arrestin | MLL CXXC-DNA inh | Giardia kill | Menin MLL FP TR | KCNH2 WT inh
1. Cn1cccc1/C=C(/C#N)C(N)=S
    1% | -8 | 1 | -7% | -5 | 1% | 11% | 1% | 0 | 0% | -7
2. COC(=O)c1ccccc1NC(=O)C12CCC(C)(C(=O)O1)C2(C)C (stereo unspecified)
    1% | 8 | 1 | -5% | 2 | 2% | -0.3% | 15% | -2 | 12% | -12
3. Cc1cc(C(=O)NC2CCCC2)on1
    4% | 1 | -2 | 0% | 5 | 0% | 0.6% | -13% | 8 | 1% | 2
4. O=C(N/N=C/c1cccc([N+](=O)[O-])c1)c1ccc(Br)cc1
    10% | 1 | 2 | 2% | 2 | 1% | 0.2% | 4% | 1 | 15% | 12
5. CCCN(c1ccc(OCC)cc1)c1ncnc2nc[nH]c12
    0% | -90* | -2 | -8% | -3 | -2% | -0.3% | 5% | 8 | 6% | -8
6. COc1cc(OC)c(S(=O)(=O)N2CCN(C(=O)c3ccco3)CC2)cc1NC(C)=O
    1% | 9 | -3 | 5%[11.5 µM] | -5 | 2% | -2.0% | -1% | 10 | -20% | 4
7. COC(=O)c1cccc(Nc2nc3ccccc3nc2C)c1
    -1% | -6 | 1 | 2% | ? | 3% | -0.3% | 5% | 0 | 21% | ?
8. Cc1ccc2c(c1)C(=O)C(=O)N2Cc1ccc(Cl)cc1
    -2% | 9 | nt | nt | nt | nt | -0.3% | nt | 10 | nt | -3
9. O=C(CSc1nnnn1C1CCCCC1)NCc1ccc2c(c1)OCO2
    0% | -4 | 1 | -2% | 15 | -2% | -1.0% | 2% | -8 | -13% | 8
10. Cn1c(=O)cc2c3c(c(N4CCCCC4)ccc31)C(=O)c1ccccc1-2
    14% | 0 | -6 | -1% | 5 | 8% | 0.4% | ? | -17 | nt | -6
11. CCOC(=O)c1c(-c2ccccc2)nc2ccc(Cl)cn12
    0% | -4 | 6 | 3% | nt | -2% | -1.9% | -6% | -14 | nt | -10
12. O=C(N/N=C/c1ccncc1)c1ccccc1OCc1ccc(Br)cc1
    -1% | -17 | -2 | 2% | ? | 0% | -0.9% | -5% | 10 | -14% | 0
13. O=C(O)CCC(=O)NCCn1c(-c2ccccc2)csc1=Nc1ccccc1
    2% | 2&14 | 1 | 3% | -2 | -2% | 0.2% | 2% | 19&-3 | 2% | -4&-5
14. COc1ccc(C(C)=O)cc1COc1cc(C)c(Cl)c(C)c1
    3% | -10 | 3 | 1% | 16 | -2% | 0.0% | 1% | 4 | nt | -2
15. CS(=O)(=O)N1CCC(C(=O)Nc2cccc(C(F)(F)F)c2)CC1
    -2% | -9 | -1 | 17% | -3 | 2% | -0.1% | -1% | -17 | 27% | -1
16. O/N=C\c1cccn1-c1ccc(Br)cc1
    0% | -6 | 0 | -18% | -1 | -1% | 0.2% | 17% | 2 | 2% | -4
17. CC(C)(C)c1cc(C(=O)N/N=C/c2ccccc2O)n(-c2ccccc2)n1
    1% | 11 | -1 | -12% | -4 | 2% | -1.5% | 17% | -8 | 0% | -4
18. Nc1nc(SCC(=O)Nc2ccc(Cl)cn2)n[nH]1
    2% | -12 | -1 | 11% | -6 | 1% | -0.9% | 3% | -9 | 15% | 0
19. O=S(=O)(N[C@H](CO)Cc1ccccc1)c1ccc(Br)cc1F
    0% | 4 | nt | nt | nt | nt | -0.9% | nt | 5 | nt | 14
20. CCCCN(C)C(=O)CC(NS(=O)(=O)c1ccc(NC(C)=O)cc1)C(C)C (stereo unspecified)
    5% | -12 | 4 | 3% | 0 | 1% | -0.4% | -2% | -2 | 14% | 11
21. CCOC(=O)c1c(N)sn(-c2ccccc2)c1=S
    3% | 13 | 1 | -1% | 1 | 1% | -1.7% | 4% | 5 | 6% | 3
22. CC(=O)c1ccc(-n2c(C)c(C(C)=O)c3cc(O)ccc32)cc1
    0% | 24 | 1 | nt | -2 | -2% | -0.1% | -16% | 9 | 13% | -3
23. CCCn1c(SCC(N)=O)nnc1-c1ccco1
    0% | 3 | -1 | -2% | -1 | 3% | -0.9% | 0% | -16 | 6% | 3
24. COc1ccc(S(=O)(=O)NCC2CCC(C(=O)N3CCC4(CC3)OCCO4)CC2)cc1 (stereo unspecified)
    1% | nt | 3 | 1% | 2 | -4% | -0.8% | -5% | 12 | -16% | 1
25. CCn1c(SCC(=O)NCCc2ccccc2)nnc1-c1cccs1
    ? | 16 | 0 | -2% | 2 | 1% | -0.3% | 4% | -1 | 0% | -10
26. COC(=O)c1cc(NC(=O)Nc2cccc(Cl)c2)ccc1Cl
    -2% | -7 | -2 | -6% | -1 | 3% | 0.1% | 18% | -4 | ? | -23
27. O=C(N/N=C/c1ccncc1)C12CC3CC(CC(C3)C1)C2
    -1% | -14 | -1 | -6% | 25 | 1% | -1.0% | -12% | -5 | -3% | -6
28. CCCCN1C(C)=CC(=C2C(=O)c3ccccc3C2=O)C=C1C
    0% | 4 | 0 | -4% | -2 | 2% | -1.2% | 10% | ? | 1% | 14
29. O=C(Cc1ccc(F)cc1)N1CCN(c2ccc([N+](=O)[O-])cc2)CC1
    0% | -47 | 0 | -29% | ? | 3% | -0.7% | 19% | -8 | ? | 7
30. CCCC(=O)NC(c1ccc(Cl)cc1Cl)c1ccc2cccnc2c1O (stereo unspecified)
    -2% | 1 | -5 | -1% | 0 | -1% | -0.7% | 5% | -9 | ? | -2
31. N#Cc1ccc(OCCOCCNC2CCCC2)cc1
    0% | -22 | 3 | -4% | 19 | -3% | -0.3% | -1% | -19 | -23% | i
32. CCc1ccccc1NC(=O)/C(C#N)=C\c1ccc(Sc2ccccc2)o1
    2% | -6 | -7 | 3% | 0 | 3% | -0.8% | -9% | 9 | -5% | 0
33. O=C(CCCn1c(=O)c2sccc2n(Cc2cc(=O)n3ccccc3n2)c1=O)NCc1ccco1
    0% | 7 | 0 | 4% | -2 | -3% | 0.1% | -3% | -5 | 0% | -1
34. CCOC(=O)c1sc2nccc(N(C)C)c2c1N=CN(C)C
    0% | -11 | 1 | -3% | 3 | -3% | 0.1% | 3% | -6 | 19% | -16
35. COc1ccc(CN2C(=O)CCC2(C)C(=O)NC2CCCCC2)c(OC)c1 (stereo unspecified)
    2% | 13 | 10 | -2% | -1 | 0% | 0.2% | -3% | 21 | -4% | -2
36. CCOC(=O)/C(=C/c1c[nH]c2ccccc12)NC(C)=O
    1% | ? | 1 | 1% | nt | -4% | -0.9% | -8% | 10 | nt | -17
37. CCc1cccc2c(C(=O)CN3C(=O)NC4(CCc5ccccc54)C3=O)c[nH]c12 (stereo unspecified)
    2% | 8 | nt | nt | 0 | nt | 0.4% | nt | -1 | nt | 6
38. CC(O)CNc1nc(NCc2ccccc2)c2cnn(C)c2n1 (stereo unspecified)
    0% | 4 | -11 | 0% | -1 | 9% | -0.4% | -1% | 13 | 19% | 2
39. COc1cccc(OC)c1C(=O)Nc1nc2ccc([N+](=O)[O-])cc2s1
    3% | -31 | 3 | 9% | -2 | 5% | -0.3% | -3% | -15 | ? | 0
40. Fc1ccc(NC(=S)NCc2ccccc2Cl)cc1
    3% | 13 | 1 | 4% | ? | 0% | -0.1% | 20% | -20 | 3% | -5
41. COc1cc(/C=C/CN2CCN(CCC(C)C)C(CCO)C2)ccc1O (stereo unspecified)
    4% | -6 | 2 | 3% | 0 | 2% | -0.8% | -12% | -30 | 12% | 6
42. c1ccc(-c2cc(-c3ccc(N4CCOCC4)cc3)nc3ccccc23)cc1
    0% | -11 | -4 | -6% | 3 | 0% | 0.4% | 6% | 1 | 8% | 3
43. Cc1nn(-c2ccc(C(F)(F)F)cn2)c(C)c1Oc1ccccc1O
    -5% | -1 | 4 | 2% | 0 | 1% | -0.3% | -8% | -23 | 3% | -12
44. C#CCn1c(=NC(=O)c2ccc(Br)s2)sc2cccc(OC)c21
    -1% | -3 | 3 | -1% | 11 | 0% | -2.1% | 19% | -4 | 4% | 1
45. CC(CO)Nc1nc(SCc2ccccc2)nc2sc3c(c12)CCC3 (stereo unspecified)
    -2% | 9 | -4 | 3% | 8 | -2% | 5.4% | 0% | -13 | 32%[activator] | 11
46. Cc1ccc(S(=O)(=O)N(C)C)cc1NC(=O)CSc1ncn[nH]1
    0% | -13 | 2 | -1% | 0 | 7% | -1.0% | 9% | -17 | -23% | 12

Bioassay records: PubChem BioAssay, National Center for Advancing Translational Sciences (NCATS)
